# ERa coact inh: ER-alpha (human) coactivator binding inhibition | TR-FRET ER-alpha LBD / SRC-1 peptide, estradiol-bound | inhibition, % at 25.6 µM | P03372 | AID 629 | 1.7% of 86,000 active; in the data active = inhibition above about 50%;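 also: 0% = receptor plus peptide control and 100% = peptide only without receptor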
# PLK1 PBD inh: Plk1 (human) PBD binding inhibition; P53350; Plk1 PBD phosphopeptide binding, fluorescence polarization; inhibition, %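 (tested at about 20 µM)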; 0.13% of 97,000 active; AID 693; in the data active = inhibition above about 34%, passing the limit was not always enough
# Target sequence (P53350 whole entry, looked up): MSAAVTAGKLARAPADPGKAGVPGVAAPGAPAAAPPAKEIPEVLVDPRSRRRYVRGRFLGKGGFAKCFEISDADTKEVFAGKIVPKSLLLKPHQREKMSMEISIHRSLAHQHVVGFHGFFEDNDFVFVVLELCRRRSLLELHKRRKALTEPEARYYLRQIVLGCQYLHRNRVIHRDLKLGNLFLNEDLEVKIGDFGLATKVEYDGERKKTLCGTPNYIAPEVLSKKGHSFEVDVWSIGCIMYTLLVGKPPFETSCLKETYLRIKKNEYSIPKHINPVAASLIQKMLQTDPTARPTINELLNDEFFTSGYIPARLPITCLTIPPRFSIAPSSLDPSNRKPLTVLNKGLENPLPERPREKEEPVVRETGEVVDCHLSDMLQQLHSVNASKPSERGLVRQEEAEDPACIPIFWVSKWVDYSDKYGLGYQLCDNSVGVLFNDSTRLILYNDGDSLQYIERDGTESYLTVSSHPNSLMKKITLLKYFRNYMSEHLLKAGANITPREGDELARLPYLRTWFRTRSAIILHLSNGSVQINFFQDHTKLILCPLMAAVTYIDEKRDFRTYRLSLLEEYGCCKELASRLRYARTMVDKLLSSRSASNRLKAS
# CD11b adhes inh: inhibitors of human CD11b/CD18 binding to fibrinogen; P05107+P11215; K562 CD11b/CD18 adhesion to fibrinogen, ATPlite luminescence; Mn2+ added to activate the integrin; inhibition, % at 10 µM; 0.54% of 93,000 active; AID 1497;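 active = primary inhibition of 50% or more at 10 µM, then 40% or more on retest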; also: some results filed as inactive read as strong as hits
# PLK1 kinase inh: blocks human PLK1 kinase activity | P53350 | inhibition, % at 10 µM | recombinant PLK1 kinase, TR-FRET peptide phosphorylation | 0.53% of 97,000 active | AID 619;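 active = inhibition of 50% or more in the single-concentration screen; inactive = inhibition below 50%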;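 also: 0% = DMSO max control and 100% = H-89 dihydrochloride min control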
# ERa coact pot: enhances coactivator binding to human estrogen receptor alpha; 1.3% of 86,000 active; TR-FRET ERalpha-LBD/SRC-Cy5 coactivator binding, 2 h; 100 = basal binding, no effect; coactivator binding (% of control), % at 25.6 µM; AID 639; in the data active = activity above about 200%;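 also: binding measured in presence of low estradiol as agonist stimulus; 0% = peptide alone without receptor and 100% = receptor with peptide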
# Rev-RRE block: HIV Rev-RRE protein-RNA interaction inhibition; Rev peptide-RRE RNA binding, FRET; inhibition, % at 8 µM; 0.79% of 97,000 active;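 active = inhibition above the screen-wide mean plus 3 SD, cut at about 35% in these data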;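 also: 0% = median DMSO wells and 100% = median Neomycin B control wells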
# Target sequence (P05866 whole entry, looked up): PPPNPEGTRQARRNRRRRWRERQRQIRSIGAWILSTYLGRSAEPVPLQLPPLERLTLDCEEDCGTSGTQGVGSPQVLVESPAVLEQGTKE
#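 Material: labelled RRE RNA duplex and labelled Rev peptide / Buffer or medium: HEPES pH 7.5 salt buffer with EDTA / Compound dosing: single point, 8 µM final nominal compound concentration / Benchmarks: DMSO low control, neomycin B high control / Timing: 5 min preincubation and 15 min binding, 25 °C / Technique: FRET fluorescence readout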
# FAK blocker: inhibitors of human focal adhesion kinase | Q05397 | biochemical FAK kinase activity assay | inhibition, %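 (tested at 7 µM)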 | 0.84% of 97,000 active; in the data active = inhibition above about 19%;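 also: 0% = DMSO and 100% = reference compound high control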
# CD11b adhes enh: increases human CD11b/CD18 adhesion to fibrinogen; activation, % at 10 µM; P05107+P11215; K562 CD11b/CD18 adhesion to fibrinogen, ATPlite luminescence; 0.07% of 93,000 active;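 active = 10 µM primary screen giving 50% or more activity, confirmed by 40% or more on retest at that dose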; also: strong numbers were not always called active
# ERb SRC1 inh: ER-beta (human) coactivator binding inhibition; TR-FRET ER-beta LBD / SRC1-Cy5 peptide binding; receptor agonist-loaded with 1 µM estradiol; inhibition, % at 25.6 µM; 1.3% of 86,000 active; AID 633;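 active = compounds whose percent inhibition of the receptor-coactivator binding signal exceeds about 50% in the single-dose screen, limit read from the data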;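 also: 0% = receptor plus peptide wells without compound and 100% = peptide-only wells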
# * hit, by the source's call; nt = no result given; [ ] = dose if it differs, or a comment.
SMILES,ERa coact inh,PLK1 PBD inh,CD11b adhes inh,PLK1 kinase inh,ERa coact pot,Rev-RRE block,FAK blocker,CD11b adhes enh,ERb SRC1 inh
Cc1nc(C(F)(F)F)c(C(=O)NC(=O)Nc2ccccc2)s1,nt,0,9,-7,nt,-6,-3,-2,nt
Nc1c(C(=O)OCC2CCCO2)c2nc3ccccc3nc2n1C1CCCC1 (stereo not drawn),16[fluorescence artefact?],5,4,-6,78,3,-4,2,12[fluorescence artefact?]
Cc1cccc(S(=O)(=O)Nc2nc3ccccc3nc2NCc2ccco2)c1,-2,32,16,-1,128[fluorescence artefact?],8,-4,-7,-6
O=C(O)CNS(=O)(=O)c1cc(Cl)c(Cl)cc1Cl,16,-1,17,-9,107,6,-2,-2,11
CC(=O)N1CCN=C1SCc1ccc(Br)cc1,-2,-12,-2,-9,108,5,0,10,-8
COc1cc2c(cc1NC(=O)CSc1nnc(COc3ccc(Cl)cc3)n1C)oc1ccccc12,29,-7,nt,-5,84,4,1,nt,31
CCOC(=O)c1sc(NC(=O)Cn2nnc3sc4c(c3c2=O)CCCC4)nc1C,nt,-6,nt,-9,nt,7,-2,nt,nt
CC(C)C(=O)Nc1nnc(SCC(=O)NCc2cccs2)s1,-8,-3,-5,-3,114,2,-4,2,-4[fluorescence artefact?]
O=C(CC1OC(=O)c2ccccc21)Nc1ccccc1N1CCOCC1 (stereo not drawn),-8[fluorescence artefact?],-6,-14,-9,93,7,-3,-4,-10
CCCCNC(=O)c1ccc(NC(=O)C2CCCO2)cc1 (stereo not drawn),-12,nt,16,nt,118,nt,nt,2,-11
COc1cccc(C2C(C#N)=C(N)OC3=C2C(=O)CCC3)c1OC(=O)c1ccco1 (stereo not drawn),-8,-3,-3,-12,123,6,-1,-2,0
CC1CCC2(CC1)NC(=O)N(CC(=O)c1cccn1C)C2=O (stereo not drawn),-6,-2,-4,10,106,4,0,-2,7
Cc1ccc(Nc2nnns2)cc1,-9,4,2,-5,90,7,0,3,11
CC1CCCCC1NC(=O)COC(=O)c1ccccn1 (stereo not drawn),-5,15,-11,3,95,1,-3,0,-2
O=C(CN1C(=O)COc2ccccc21)Nc1ccc(F)cc1,-10,-10,-10,-27,132,5,1,-3,-11
O=C(OC(C(=O)NC1CCCC1)c1ccc(F)cc1)c1ccno1 (stereo not drawn),-10,2,-2,-10,110,6,-1,-1,-2
Cc1ccc(S(=O)(=O)Cc2ccc(C(=O)N3CCN(c4ccccn4)CC3)o2)cc1,11,9,5,-10,107,2,-4,5,26
O=C(NCC(=O)N(c1ccc2c(c1)OCO2)C(C(=O)NC1CCCC1)c1ccncc1)c1ccco1 (stereo not drawn),26,-14,13,-7,78,1,-1,-4,44[fluorescence artefact?]
CCn1c2ccccc2c2cc(NS(=O)(=O)c3ccccc3C)ccc21,nt,-18,nt,-4,nt,9,-5,nt,nt
CCOCCCn1c(=S)[nH]c2cc(C(=O)NCCN(CC)CC)ccc2c1=O,-5,26,1,-8,105,3,1,-2,-7
CCC(Sc1ccccn1)C(=O)Nc1nnc(C)s1 (stereo not drawn),-8,3,6,-18,102,-1,0,-7,-21[fluorescence artefact?]
CCN(CC)C(=O)CSc1nc2ccc(NC(=O)CSc3nnc(COc4ccccc4C)n3C)cc2s1,nt,8,nt,-15,nt,4,1,nt,nt
COC(=O)c1c(C(=O)OC)c2cc(C(=O)c3ccccc3)ccn2c1Cl,-18,7,nt,-10,109,5,-1,nt,-12
O=C(N/N=C/c1ccc(OCCCF)cc1)c1cc(OCC(F)(F)F)ccc1OCC(F)(F)F,nt,-28,5,-9,nt,8,-3,3,nt
Cc1cc(=O)oc(C)c1C(=O)NCC1COc2ccccc2O1 (stereo not drawn),-57,18,-14,-4,116,4,-1,3,-17[fluorescence artefact?]
NC(=O)C1(N2CCCCC2)CCN(C(=O)c2ccc(C#Cc3ccccc3)o2)CC1,2,2,nt,-6,90,9,2,nt,0
Cc1cc(COc2ccccc2O)on1,-1,1,-17,-9,91,5,2,-4,1
CCc1ccc2[nH]c(=O)c(CN(CCCN3CCOCC3)C(=O)Nc3ccc(Cl)cc3)cc2c1,-1,-14,-1,-7,106,4,2,-7,-4
Cc1ccc(Cl)cc1N1CCN(C(=O)Cn2ccc3ccccc3c2=O)CC1,-28,4,7,-15,103,5,2,-2,-30
COC(=O)CC1Sc2ccccc2NC1=O (stereo not drawn),-2[fluorescence artefact?],nt,-16,nt,85,nt,nt,-3,-4[fluorescence artefact?]
COc1ccc(Oc2cc(F)nc(N)n2)cc1,nt,36,nt,-9,nt,2,1,nt,nt
O=C(Nc1ccc(F)cc1)NC1(C(=O)NCc2ccc3c(c2)OCO3)CCCCC1,2,-24,nt,-9,103,4,-1,nt,-7
Cc1noc(C)c1COc1ccc(C(=O)OCc2nnc(-c3ccc(Cl)cc3)o2)cc1,-1,30,12,-8,113,3,-13,-3,27[fluorescence artefact?]
O=c1[nH]c(C(F)(F)F)nc2c1nnn2Cc1ccccc1F,9[fluorescence artefact?],-7,-23,-10,109[fluorescence artefact?],10,1,-1,-5[fluorescence artefact?]
O=C(NC(=S)Nc1cccc(Cl)c1N1CCCC1)c1ccc(-c2cccc([N+](=O)[O-])c2)o1,-8,-14,4,-6,113,5,-9,2,1
Cc1nc2c3ccccc3n(CCN3CCCCC3)c2s1,4,13,12,-13,103,2,-1,-2,-10
O=S(=O)(Cc1ccccc1)N1CCN(C2Cc3ccccc3C2)CC1,1,-7,-10,-2,158,-1,1,-3,-12
CCOC(=O)CCc1c(C)nc(SCCN2CCCC2)c(C#N)c1C,-2,-29,-7,-5,116,5,4,1,-6
CCC(=O)Oc1cccc(C(=O)Nc2ccc(-c3nnc(-c4ccco4)o3)cc2)c1,nt,-16,-10,-4,nt,-1,-1,-4,nt
CC1=C(C(=O)Nc2ccc(C)cc2)C(c2ccc(N(C)C)cc2)NC(=O)N1 (stereo not drawn),-1,-23,nt,-10,103,-2,0,nt,9
CN(C)c1nc2c(c(=O)n(C)c(=O)n2C)n1Cc1ccccc1,-11,25,-8,-1,106,-4,4,2,-6
O=C(CCCc1ccccc1)N1CCN(c2ccc([N+](=O)[O-])cc2)CC1,nt,3,nt,-6,nt,3,1,nt,nt
N=c1n(CCO)c2ccccc2n1Cc1ccc(Cl)cc1,-4,-13,-8,-4,103,-8,-3,-1,-2
CCc1ccc(OCCNC(=O)c2ccccc2SCc2ccccc2)cc1,nt,-7,32,-11,nt,7,4,-3,nt
O=C(CN1CCC(n2nnc3ccccc32)CC1)NCc1cccs1,-18,23,-18,-6,111,7,-3,0,-5
O=C(NCc1ccccc1)c1ccc(=O)[nH]n1,0,nt,5,nt,114,nt,nt,-5,-5
COc1ccc(Cn2nc(C)n(N(C)c3ncc(C(F)(F)F)cc3Cl)c2=O)cc1,21[fluorescence artefact?],-5,27,-2,66,6,0,-2,-5[fluorescence artefact?]
CCNc1nc(NC(C)(C)C)nc(N(CC)n2cnnc2)n1,-6,-4,nt,-5,122,-3,-5,nt,9
COC(=O)c1cc(=O)cc(C(=O)OC)o1,15,-13,nt,-8,84,6,0,nt,13
O=C(NCCc1ccc(Cl)cc1)C1CCN(S(=O)(=O)c2cccs2)CC1,nt,13,8,-8,nt,8,-2,-1,nt

# Later entries.
SMILES,ERa coact inh,PLK1 PBD inh,CD11b adhes inh,PLK1 kinase inh,ERa coact pot,Rev-RRE block,FAK blocker,CD11b adhes enh,ERb SRC1 inh
Cc1nnc2n1N=CC=C(c1ccccc1)S2,1,-37,-16,0,105,1,-2,-5,-1
N#C/C(=C\c1cn(CCOc2ccccc2)c2ccccc12)C(=O)NCC1CCCO1 (stereo not drawn),nt,21,24,-14,nt,-1,4,8,nt
CCCC(=O)Nc1ccc(N2CCN(C(=O)c3ccccc3C)CC2)cc1,-5,11,-7,-11,122,9,-1,3,-5
NC(=O)CSc1nnc(Cc2cccs2)n1C1CCCCC1,-4,-11,-2,0,104,1,-2,-2,-9[fluorescence artefact?]
Clc1ccc(CSc2nnc(-c3c[nH]c4ccccc34)o2)cc1,0,-9,-4,-6,101,8,4,-3,14
Cc1cc(NC(=O)COC(=O)COc2ccc(C(=O)c3ccccc3)cc2)no1,1,3,-15,-18,89,6,-3,4,21
Cc1ccc(-c2nn(Cc3ccccc3)cc2/C=C/C(=O)O)cc1C,-10,6,-23,-11,101,5,-1,-4,-5
Cc1ccc(-c2c(C)sc(NC(=O)C3C4CCC(O4)C3C(=O)O)c2C(=O)OC(C)C)cc1 (stereo not drawn),nt,-40,nt,-10,nt,4,-12,nt,nt
COc1ccc(-c2nnc(NC(=O)C3CCCO3)s2)cc1 (stereo not drawn),34,-11,nt,-2,60[fluorescence artefact?],3,2,nt,41
Nc1cc(=O)nc(SCc2ccccc2)n1Cc1ccco1,1,5,4,-6,92,2,0,7,2
O=C(Nc1cccc(Cl)c1)c1ccc(NCCCN2CCOCC2)c([N+](=O)[O-])c1,nt,-27,nt,-11,nt,2,3,nt,nt
O=C(c1ccncc1)N(Cc1ccco1)Cc1cc2ccccc2[nH]c1=O,-6,-21,-2,4,100,3,0,0,-10
COc1cccc(-c2nn(C)c3sc(C(=O)NCc4ccc(C)o4)cc23)c1,8,nt,13,nt,79[fluorescence artefact?],nt,nt,2,13
CCN(c1cccc(C)c1)S(=O)(=O)c1cnc[nH]1,1[fluorescence artefact?],-6,0,6,111,6,-2,-3,1[fluorescence artefact?]
O=C(c1cc(-c2ccco2)on1)N1CCN(c2ccccc2)CC1,26[fluorescence artefact?],nt,-10,nt,106[fluorescence artefact?],nt,nt,8,23
Cn1cnnc1Sc1nc2c(c(=O)n(C)c(=O)n2C)n1C,8,-13,nt,-9,113[fluorescence artefact?],8,1,nt,-2
COc1ccc(-n2c(C)cc(SC)c(C(C)=O)c2=S)cc1,nt,-34,-3,-12,nt,1,-1,-4,nt
CCCNC(=O)c1ccc(OC)cc1OC,-11,-13,nt,20,101,0,0,nt,-15[fluorescence artefact?]
CCCC(=O)N1CCN(c2ccc(C(=O)c3ccc(OC)c(Br)c3)cc2F)CC1,16,nt,-12,nt,167,nt,nt,-5,3[fluorescence artefact?]
COc1ccc(-n2c(COc3cccc4ccccc34)nnc2SCC(=O)NCc2ccco2)cc1,3,-1,19,-11,91,-1,1,-3,2
COc1ccc(C(=O)Nc2ccc3c(c2)OCO3)cc1OC,-1,3,4,-5,106[fluorescence artefact?],4,3,-2,-2
Cc1cc(C)n(C(=O)CN2C(=O)CCC2=O)n1,-5,nt,1,nt,112,nt,nt,-1,0
COc1ccc(CN2C3CCCC2CC(NC(=O)Nc2cccc(C)c2)C3)cc1 (stereo not drawn),-16,-12,nt,-4,96,-2,1,nt,-10
Cc1ccc2c(c1)nnn2C1CCN(CC(=O)N2CCN(c3ccc(F)cc3)CC2)CC1,0,-26,-2,-3,87,6,1,-2,6
O=C(CSc1nc2ccccc2o1)NCc1n[nH]c(=O)c2ccccc12,1,16,-6,-8,115,6,3,-5,-4
CC1(C)Cc2[nH]c(=S)c(C#N)cc2CO1,1[fluorescence artefact?],0,8,-7,66,5,11,3,0[fluorescence artefact?]

# For reference, part of the list above.
SMILES,ERa coact inh,PLK1 PBD inh,CD11b adhes inh,PLK1 kinase inh,ERa coact pot,Rev-RRE block,FAK blocker,CD11b adhes enh,ERb SRC1 inh
Cc1cc(C)n(C(=O)CN2C(=O)CCC2=O)n1,-5,nt,1,nt,112,nt,nt,-1,0
COc1ccc(CN2C3CCCC2CC(NC(=O)Nc2cccc(C)c2)C3)cc1 (stereo not drawn),-16,-12,nt,-4,96,-2,1,nt,-10

# Quoted from the listing:
# `Cc1ccc2c(c1)nnn2C1CCN(CC(=O)N2CCN(c3ccc(F)cc3)CC2)CC1` in ERa coact pot reads 87
# `O=C(CSc1nc2ccccc2o1)NCc1n[nH]c(=O)c2ccccc12` in Rev-RRE block reads 6
# `COc1ccc(C(=O)Nc2ccc3c(c2)OCO3)cc1OC` in FAK blocker reads 3
